# ATXN viability: cell viability loss in ATXN counter-screen. S2 cells (HEK-293 line with an ATXN2-luciferase reporter) viability, CellTiter-Fluor protease fluorescence, 24 h. Potency, µM (highest dose often 56.7 µM), most hits filed as cytotoxic. actives 0.49% (n = 400,000). AID 651635; note: potency is the fitted concentration of half-maximal effect; nearly all actives have a fitted effect of over 40% in size
# HepG2 tox: HepG2 cytotoxicity, counter-screen for TGF-b inhibitors | actives 0.76% (n = 410,000) | AID 588856 | Potency, µM (doses to about 46.1 µM), for the others: top-dose activity change, negative = cytotoxicity, hits mostly cytotoxic | HepG2 CAGA-GFP viability, ATP luminescence, 18 h; note: potency is the fitted concentration of half-maximal effect; some results filed as inactive show a strong effect at the top dose
#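 HepG2 CAGA-GFP cells (1000/well, DMEM with 1% FBS) received compound, then TGF-beta at 500 pg/mL final, and were incubated 18 hours at 37 degrees C. Viability was read by CellTiter-Glo luminescence. Media-only wells were set as complete cell-killing and DMSO as no toxicity.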
# Mm-Cpn inhibitor: M. maripaludis TRiC chaperonin inhibition | purified Mm-Cpn ATPase, ADP Transcreener TR-FRET | Potency, µM (doses to about 76.9 µM), for inactives: at the highest dose activity, negative = inhibition, actives largely listed as inhibitors | actives 0.031% (n = 330,000) | AID 504842; note: potency is the fitted concentration of half-maximal effect; % is set by controls: 0 for no effect and ±100 for the full control effect; nearly all actives have a fitted effect of over 80% in size
#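 ATP (10 uM final) was added to archaeal chaperonin (25 nM final) after 10 min exposure to test compound at 37°C; after 30 min further incubation, ADP was detected by competitive TR-FRET.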
# Nrf2 block: Nrf2 pathway inhibition; A549 ARE-Fluc reporter, luciferase luminescence, 18-24 h; Potency, µM (series often up to 46 µM), inactives show at the top dose activity change, negative = inhibition, actives largely listed as inhibitors; actives 2.1% (n = 360,000); AID 504444; note: potency is the fitted concentration of half-maximal effect; % is set by controls: 0 for no effect and ±100 for the full control effect; nearly all actives have a fitted effect of over 60% in size
#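 A549 ARE_Fluc cells, 5000/well, 5% FBS OPTI-MEM; compounds in dose-response, 18-24 h at 37 °C/5% CO2; CellTiter-Fluor viability read (Ex 405/Em 525), then BugLite luciferase luminescence = Nrf2 activity.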
# pAkt inh: inhibitors of Akt phosphorylation | Neuro2A IGF-stimulated pAkt S473 HTRF, 20 min; stronger effect = lower value | activity change, % for hits at 50 µM | actives 0.32% (n = 360,000); in the data active = activity change below about -80%; inconclusive = mostly about -51% to -80%; note: % is set by controls: 0 for no effect and ±100 for the full control effect
#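 Neuro2A cells (4,500/well, DMEM with 0.5% FBS) were treated with compound at a single 50 µM final concentration, stimulated with 6 nM IGF for 20 min at 37 °C, and lysed. Phospho-Akt Ser473 was read by HTRF as 665/615 ratio ×10^4.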
# TGFb inhibitor: TGF-b pathway inhibition; actives 1.2% (n = 410,000); Potency, µM (highest dose often 46.1 µM), inactives show top-dose activity, negative = inhibition, usual class: inhibitors; AID 588855; HepG2 CAGA-GFP TGF-b/SMAD3 reporter, GFP fluorescence, 18 h; TGF-beta stimulated, 500 pg/mL final; note: potency is the fitted concentration of half-maximal effect; % is set by controls: 0 for no effect and ±100 for the full control effect; nearly all actives have a fitted effect of over 65% in size
#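 Cell-based qHTS in HEPG2 carrying a CAGA-GFP Smad reporter; compounds added before 500 pg/mL final TGF-beta, 18 h incubation at 37 degrees C, GFP fluorescence quantified per cell by imaging cytometry.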
# CCT modulator: cytosolic chaperonin activity modulation. actives 0.3% (n = 360,000). purified chaperonin ATPase assay, HTRF ADP detection, 30 min. activity change, % (concentration not given with the values), hits read low; in the data active = activity change below about -30%; note: % is set by controls: 0 for no effect and ±100 for the full control effect
#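 Nucleotide hydrolysis assay: TRiC at 20–40 nM final (set by batch activity) with 10 uM ATP, 30 min at 37 °C, in presence of 76 uM compound. Detection by competitive ADP HTRF, 30 min ambient.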
# Nrf2 ARE act: Nrf2 pathway activation | AID 624171 | actives 0.31% (n = 410,000) | AREc32 ARE-luciferase reporter (MCF7-derived line), luminescence, 24 h | Potency, µM (top dose mostly 46.1 µM), for inactives: at the highest dose activation, hits mostly activators; note: potency is the fitted concentration of half-maximal effect; % of control where 0% means no effect; nearly all actives have a fitted effect of over 65% in size
#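 Luciferase luminescence (Steady-Glo, 30 min at room temperature) served as the read-out of ARE activation in AREc32 cells treated with compounds for 24 hr at 37 deg C.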
# A549 viability: A549 cytotoxicity, counter-screen for Nrf2 inhibitors; actives 0.16% (n = 390,000); AID 504648; A549 ARE-Fluc cells, CellTiter-Fluor viability, 18-24 h; Potency, µM (highest dose often 46 µM), for the others: at the top dose activity change, negative = cytotoxicity, hits mostly inhibitors; note: potency is the fitted concentration of half-maximal effect; % is set by controls: 0 for no effect and ±100 for the full control effect
#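 A549 ARE-Fluc cells in 5% FBS OPTI-MEM, 5000 cells/well, rested 2 h then exposed to compounds in concentration-response for 18-24 h at 37 °C. Viability by CellTiter-Fluor fluorescence (Ex 405/Em 525) after 30 min; luciferase luminescence (BugLite, 15 min, RT) read afterwards.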
# * marks the source's active call; other numbers are inactive results; i = inactive; ? = inconclusive; . = no result given; & = joins results of further samples; [ ] = remark or other dose. Unless noted, calls come from the whole dose curve; as a rule, active = well fitted curve in the direction sought with a large enough effect; inconclusive = small, poorly fitted or top-dose-only effect, or another doubt; inactive = no such curve, though single readings can be large; an effect the other way counts as inactive or inconclusive. Random draw from the library; overall some 4.4% were active at least once.
# Keys – A = ATXN viability; B = HepG2 tox; C = Mm-Cpn inhibitor; D = Nrf2 block; E = pAkt inh; F = TGFb inhibitor; G = CCT modulator; H = Nrf2 ARE act; I = A549 viability
Cc1cc(NC(=O)CSCC(=O)NCc2cccc(C(F)(F)F)c2)no1
  A: i	B: -9%	C: -1%	D: 3%	E: i	F: 0%	G: 0.5	H: -0.3%	I: -3%
COc1ccc(NC(=O)C(c2ccc(C)cc2)N(C)C(=O)CNC(C)=O)cc1 (configuration not stated)
  A: i	B: -3%	C: 0%	D: -6%	E: i	F: 0%	G: -0.3	H: -0.2%	I: -4%
Nc1nc2n[nH]nc2c(=O)[nH]1
  A: ?	B: -57%&-7%	C: .	D: ?	E: i	F: ?	G: -1.6	H: -1.0%	I: -21%
O=C(CN1CCN(S(=O)(=O)c2cc(Cl)ccc2Cl)CC1)Nc1cccc(F)c1
  A: i	B: -31%	C: .	D: .	E: .	F: ?	G: .	H: 0.7%	I: -2%
COc1ccc(-c2csc(N(CCCN(C)C)C(=O)c3ccc(Br)cc3)n2)cc1
  A: i	B: -53%	C: -4%	D: 1%	E: i	F: ?	G: 1.3	H: 4.3%	I: 0%
Cn1c(N)c(C(=O)COC(=O)CC(NC(N)=O)c2ccc(Cl)cc2)c(=O)n(C)c1=O (configuration not stated)
  A: i	B: 0%	C: 0%	D: 5%	E: i	F: 10%	G: 1.5	H: -0.3%	I: -1%
O=C(COC(=O)CSCC(=O)N1CCCCC1)Nc1ccc(Cl)cc1
  A: i	B: -1%	C: 0%	D: 13%	E: i	F: -14%	G: -1.0	H: -0.8%	I: 3%
COCCNc1oc(-c2cccs2)nc1S(=O)(=O)c1ccc(C)cc1
  A: i	B: 2%	C: 1%	D: ?	E: i	F: 0%	G: -3.8	H: 0.1%	I: 7%
CCCCC(=O)Nc1ccc(C(=O)NNC(=S)NC(=O)c2ccccc2[N+](=O)[O-])cc1
  A: ?	B: 2%	C: 0%	D: 7%	E: i	F: -3%	G: -1.8	H: -0.3%	I: 2%
Cc1ccc(C(=O)NCC(=O)Nc2ccc3c(c2)CCC3)cc1C
  A: i	B: -30%	C: 1%	D: 1%	E: i	F: ?	G: 0.3	H: 1.8%	I: 9%
CC(=O)Nc1cccc(C(=O)OCC(=O)NC(=O)c2ccccc2)c1
  A: i	B: -7%	C: -3%	D: 3%	E: i	F: 2%	G: -19	H: 0.0%	I: 3%
NC(=Nc1nc(-c2ccccn2)cc2ccccc12)c1ccccn1
  A: ?	B: -60%	C: .	D: 1.5µM*	E: i	F: -62%	G: -1.5	H: -0.9%	I: -17%
CC1(C(=O)NCc2ccco2)Cc2c(-c3ccc(C(N)=O)cc3)ccnc2O1 (configuration not stated)
  A: i	B: -2%	C: .	D: .	E: i	F: 6%	G: -0.4	H: 5.4%	I: .
O=C(NNc1cc(Cl)ccc1Cl)C1CCC1
  A: i	B: 17%	C: 1%	D: 6%	E: i	F: 0%	G: 1.3	H: -0.1%	I: 3%
C[C@H](NC(=O)c1ncn2c1c(=O)[nH]c1ccc(Br)cc12)c1ccccc1
  A: i	B: 1%	C: .	D: .	E: i	F: 11%	G: -1.7	H: -1.0%	I: .

# 4 compounds drawn at random from those above, as already listed:
# Keys – A = ATXN viability; B = HepG2 tox; C = Mm-Cpn inhibitor; D = Nrf2 block; E = pAkt inh; F = TGFb inhibitor; G = CCT modulator; H = Nrf2 ARE act; I = A549 viability
Cn1c(N)c(C(=O)COC(=O)CC(NC(N)=O)c2ccc(Cl)cc2)c(=O)n(C)c1=O (configuration not stated)
  A: i	B: 0%	C: 0%	D: 5%	E: i	F: 10%	G: 1.5	H: -0.3%	I: -1%
CCCCC(=O)Nc1ccc(C(=O)NNC(=S)NC(=O)c2ccccc2[N+](=O)[O-])cc1
  A: ?	B: 2%	C: 0%	D: 7%	E: i	F: -3%	G: -1.8	H: -0.3%	I: 2%
Cc1ccc(C(=O)NCC(=O)Nc2ccc3c(c2)CCC3)cc1C
  A: i	B: -30%	C: 1%	D: 1%	E: i	F: ?	G: 0.3	H: 1.8%	I: 9%
NC(=Nc1nc(-c2ccccn2)cc2ccccc12)c1ccccn1
  A: ?	B: -60%	C: .	D: 1.5µM*	E: i	F: -62%	G: -1.5	H: -0.9%	I: -17%

# (cont.)
# Keys – A = ATXN viability; B = HepG2 tox; C = Mm-Cpn inhibitor; D = Nrf2 block; E = pAkt inh; F = TGFb inhibitor; G = CCT modulator; H = Nrf2 ARE act; I = A549 viability
CCC(=O)N1CCc2cc(Br)cc(S(=O)(=O)NC3CCN(Cc4ccccc4)CC3)c21
  A: i	B: -56%	C: 0%	D: -6%	E: i	F: -21%	G: 0.0	H: 1.4%	I: 1%
Cc1ccc(C(=O)NCCc2csc(C)n2)cc1
  A: i	B: 3%	C: 2%	D: ?	E: i	F: 2%	G: 2.1	H: -0.7%	I: 2%
CNC[C@H]1Oc2c(NS(=O)(=O)c3cccs3)cccc2C(=O)N([C@H](C)CO)C[C@@H]1C
  A: i	B: -10%	C: 1%	D: -5%	E: i	F: 1%	G: -1.0	H: 0.2%	I: 0%
CC(c1ccccc1)C1CC(=O)N(CC(=O)O)C1=O (configuration not stated)
  A: i	B: 0%	C: 1%	D: 1%	E: i	F: 3%	G: -1.3	H: -1.0%	I: 0%
COc1cccc(NC(=O)CN(C)C(=O)CNC(=O)c2ccc(Oc3ccccc3)cc2)c1
  A: i	B: -24%	C: -1%	D: ?	E: i	F: 1%	G: 5.0	H: 7.0%	I: -2%
COC(=O)c1cc(C#N)c(NCc2ccccc2)nc1C
  A: i	B: -12%	C: -1%	D: 46%	E: i	F: ?	G: 0.3	H: 0.0%	I: 7%
CCC(C)NC(=O)CSc1nnc(-c2cc(-c3cccs3)nc3ccccc23)o1 (configuration not stated)
  A: i	B: -17%	C: 0%	D: ?	E: i	F: -12%	G: -0.3	H: -1.4%	I: -17%
Cc1ccc(-c2cn3c(n2)sc2cc(C(=O)NCCC4=CCCCC4)ccc23)cc1
  A: .	B: -15%	C: .	D: -3%	E: .	F: ?	G: .	H: 3.7%	I: 0%
COc1cccc2c1OCC/C2=N\NC(=O)COc1ccccc1C
  A: i	B: -18%	C: 2%	D: 11%	E: i	F: -9%	G: -7.8	H: 0.6%	I: 6%
O=C(NCc1ccccn1)C(=O)NCC(c1ccco1)N1CCN(c2ccc(F)cc2)CC1 (configuration not stated)
  A: i	B: -17%	C: -5%	D: 2%	E: i	F: 0%	G: 2.2	H: -0.7%	I: 2%
CCOc1ccc(-n2c(SC(C)C(=O)OC)nc3c(c2=O)SCC3)cc1 (configuration not stated)
  A: i	B: 2%	C: .	D: 2%	E: i	F: -7%	G: -5.7	H: -0.5%	I: -5%
Cc1ccc(SCC(=O)Nc2nncs2)cc1
  A: i	B: -7%	C: .	D: 5%	E: i	F: 2%	G: 1.2	H: -0.3%	I: 0%
CCc1nccn1S(=O)(=O)c1ccccc1[N+](=O)[O-]
  A: ?	B: -16%	C: 0%	D: -3%	E: i	F: 2%	G: 0.4	H: -0.2%	I: -3%
COc1cc(CNCc2ccc(C(=O)O)cc2)ccc1OCc1ccc(F)cc1
  A: i	B: 1%	C: 0%	D: 4%	E: i	F: 0%	G: -2.0	H: -0.4%	I: 3%
Cc1cc(C)c2nc(N3CCC(C(=O)NCCCN4CCCC4=O)CC3)sc2c1
  A: i	B: -11%	C: 1%	D: -2%	E: .	F: -15%	G: -0.9	H: 0.6%	I: 1%
Cc1ccc(CNC(=O)c2ccc(CSCc3cccc(C)c3)o2)cc1
  A: i	B: -8%	C: .	D: .	E: .	F: ?	G: .	H: 3.3%	I: 17%
C=CCn1c(SCc2csc(-c3ccc(Cl)cc3)n2)nnc1-c1ccccc1OC
  A: i	B: -21%	C: -8%	D: -3%	E: i	F: ?	G: -13	H: 2.0%[9.22 µM]	I: 12%
O=C(NC1CCCCC1)C(c1ccc2ncccc2c1)N(Cc1ccccc1)C(=O)c1cccs1 (configuration not stated)
  A: ?	B: -4%	C: 1%	D: 18µM*	E: i	F: -25%	G: 1.0	H: 2.6%	I: -26%
Cc1ccsc1C(=O)N/N=C/c1ccc2c(c1)OCO2
  A: i	B: 5.6µM*	C: -2%	D: ?	E: i	F: -18%	G: 0.2	H: 0.0%	I: 7%
COc1cc(C)c(C)cc1S(=O)(=O)n1c(C)nc2ccccc21
  A: i	B: -1%	C: 0%	D: 3%	E: i	F: 1%	G: 0.1	H: -0.9%	I: 2%
COC(=O)[C@]12CCCCC=C1N(Cc1ccc(Cl)cc1Cl)C(=O)[C@H](CC(=O)NCc1cccc3ccccc13)C2
  A: i	B: .	C: .	D: .	E: i	F: .	G: -0.4	H: 0.9%	I: .
O=C(NNC1=NCCCCC1)Nc1ccc(Cl)cc1
  A: i	B: 20%	C: 0%	D: 24%	E: i	F: 30%	G: -0.3	H: 5.1%	I: 6%
COc1cc(NC(=O)Cn2nc3c(cc2=O)CC(C)CC3)cc(OC)c1OC (configuration not stated)
  A: .	B: -4%	C: .	D: .	E: .	F: -6%	G: .	H: -0.4%	I: 0%
CC(C)(C)c1ccc(/C=C/C(=O)Nc2ncccn2)cc1
  A: i	B: 3%	C: -2%	D: ?	E: i	F: -3%	G: -0.6	H: 3.3%	I: 0%
CC1CCc2sc3nc(N4CCN(CCO)CC4)n4ncnc4c3c2C1 (configuration not stated)
  A: ?	B: 0%	C: 1%	D: .	E: i	F: 6%	G: -3.6	H: 6.7%	I: -4%
c1ccc(CCc2nc(-c3ccc(-n4cccc4)cc3)no2)cc1
  A: i	B: -44%	C: 2%	D: -28%	E: i	F: ?	G: -0.7	H: 0.6%	I: 11%
O=C(CSc1nnc(-c2ccccc2)n1-c1ccccc1)c1cccs1
  A: i	B: -13%	C: -2%	D: -13%	E: i	F: -1%	G: -1.1	H: 0.1%	I: 10%
